ASAP1 GAP inh = inhibitors of human ASAP1 ArfGAP activity, primary screen, biochemical, fluorescence polarization; ASAP1-stimulated ARF1 GTP hydrolysis, GDP FP detection; inhibition, % at 16.5 µM; hit rate 0.19% among 360,000; AID 624377, 2012; in the data active = inhibition above about 25%;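 note: 0% = vehicle with enzyme and substrate and 100% = no enzyme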
PLC-beta3 inh = human PLC-beta3 inhibitors, primary screen, biochemical, fluorescence; 1-phosphatidylinositol 4,5-bisphosphate phosphodiesterase beta-3 (Homo sapiens), Q01970; Purified PLC-beta3, fluorogenic substrate; inhibition, % at 12.2 µM; hit rate 0.18% among 370,000; in the data active = inhibition above about 11%;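 note: 0% = median of compound wells on plate and 100% = full blocker control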
KLK7 zymogen act = proKLK7 zymogen activators, primary screen, biochemical, fluorescence intensity; activation, % at 7 µM; purified proKLK7, EDANS-DABCYL substrate fluorescence; 100% is mature enzyme control, 0% vehicle; hit rate 0.9% among 370,000;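 active = activation above the mean of all tested compounds plus 3 SD, computed per campaign excluding outliers beyond control limits, cut at about 13% in these data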
Target sequence (P49862 whole entry, looked up): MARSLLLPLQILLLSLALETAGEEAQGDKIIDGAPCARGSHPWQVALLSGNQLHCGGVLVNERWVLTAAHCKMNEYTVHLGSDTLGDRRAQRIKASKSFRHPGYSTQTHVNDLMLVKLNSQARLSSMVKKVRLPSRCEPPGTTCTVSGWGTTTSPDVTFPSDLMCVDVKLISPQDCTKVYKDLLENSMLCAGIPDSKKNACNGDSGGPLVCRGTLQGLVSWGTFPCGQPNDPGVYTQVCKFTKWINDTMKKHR
PLCg1 inh = PLC-gamma1 enzyme inhibitors, primary screen, biochemical, fluorescence, purified enzyme; hit rate 0.84% among 370,000; inhibition, % at 12.2 µM; fluorogenic substrate; in the data active = inhibition above about 9.5%
ARFGAP1 inh = inhibitors of rat ARFGAP1 GAP activity, primary screen, biochemical, fluorescence polarization, GDP tracer; hit rate 0.26% among 360,000; inhibition, % at 16.5 µM; Arfgap1-stimulated ARF1 GTP hydrolysis, GDP FP detection; ADP-ribosylation factor GTPase-activating protein 1 (Rattus norvegicus), Q62848;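 active = inhibition above a per-plate limit, mean inhibition of low control wells plus 3 SD, cut at about 25% in these data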;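 note: 0% = DMSO wells with enzyme and 100% = wells lacking Arfgap1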
Target sequence (Q62848 1-136 limits assumed): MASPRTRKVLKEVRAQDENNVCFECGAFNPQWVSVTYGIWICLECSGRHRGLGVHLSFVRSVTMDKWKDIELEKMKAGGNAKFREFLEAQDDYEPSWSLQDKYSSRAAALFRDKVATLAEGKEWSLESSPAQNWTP
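Material: rat Arfgap1 GAP domain (His6, aa 1-136), purified enzyme. Also added: human ARF1(Δ1-17)-GTP substrate. Compound dosing: 16.5 µM single point, 1.26% DMSO. Timing: enzyme reaction 120 min at 25 °C after 20 min preincubation. Signal: GDP detection by fluorescence polarization. Read-out basis: percent inhibition of GAP-stimulated GDP formation, scaled between DMSO and no-Arfgap1 medians.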
Tn7 DDE FP = inhibitors of Tn7 peptide binding to fibrin DD(E), primary screen, biochemical, fluorescence polarization, human fibrin, Tn7 probe | inhibition, % at 8.3 µM | FP displacement of FITC-Tn7 peptide from fibrin DD(E); 0% = median of compound wells per plate | AID 720508, 2013 | Fibrinogen beta chain (Homo sapiens), P02675 | hit rate 0.13% among 370,000;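 active = inhibition above the mean of compounds falling within the control limits plus 3 SD of them, cut at about 14% in these data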;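 note: 0% = plate median of compound wells and 100% = 10 µM Aha-Tn7 peptide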
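Assay system: human fibrin DD(E) protein / Input: 2 µM fibrin DD(E) / Benchmarks: high control of 10 µM Aha-Tn7 peptide / Measured by: fluorescence polarization of the labelled Tn7 tracer / Medium: Tris buffer with calcium and detergent, pH 7.8 / Timing: 10 min compound pre-incubation, 3 h probe incubation at room temperature / Repeats: one replicate per compound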
MBD2 inh = inhibitors of MBD2 binding to methylated DNA, primary screen, biochemical, TR-FRET, DNA-binding domain, human. Methyl-CpG-binding domain protein 2 (Homo sapiens), Q9UBB5. MBD2 binding to methylated oligonucleotide. inhibition, % at 4.4 µM. hit rate 0.31% among 370,000. AID 686964, 2013; in the data active = inhibition above about 13%
Target sequence (Q9UBB5 whole entry, looked up, the tested form may be a part): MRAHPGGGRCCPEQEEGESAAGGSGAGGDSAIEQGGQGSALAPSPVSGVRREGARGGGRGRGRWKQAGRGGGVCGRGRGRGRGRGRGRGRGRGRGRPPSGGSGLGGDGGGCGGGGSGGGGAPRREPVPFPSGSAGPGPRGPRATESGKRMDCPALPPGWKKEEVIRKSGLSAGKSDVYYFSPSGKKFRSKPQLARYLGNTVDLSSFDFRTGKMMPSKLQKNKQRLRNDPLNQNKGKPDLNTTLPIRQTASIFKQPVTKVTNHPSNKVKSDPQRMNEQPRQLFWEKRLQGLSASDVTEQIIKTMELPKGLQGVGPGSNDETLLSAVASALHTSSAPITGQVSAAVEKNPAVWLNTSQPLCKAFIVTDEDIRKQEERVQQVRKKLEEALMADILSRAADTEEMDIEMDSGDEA
UHRF1 MBD2 ctr = UHRF1 methylated DNA binding inhibitors, primary screen, counter-screen for MBD2 inhibitor project, biochemical, TR-FRET, human UHRF1, single concentration; E3 ubiquitin-protein ligase UHRF1 (Homo sapiens), Q96T88; UHRF1 binding to methylated oligo; inhibition, % at 4.4 µM; hit rate 0.75% among 370,000; in the data active = inhibition above about 21%;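 note: UHRF1 SRA domain binding a hemimethylated CpG hairpin DNA probe; 0% = median of test compound wells and 100% = reference inhibitor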
DDE Tn6 FP inh = inhibitors of Tn6 peptide binding to fibrin DD(E), primary screen, biochemical, fluorescence polarization, human fibrin, Tn6 probe | Fibrinogen beta chain (Homo sapiens), P02675 | Fibrin DD(E) TRITC-Tn6 fluorescence polarization displacement | inhibition, % at 8.3 µM | hit rate 0.21% among 370,000;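 active = inhibition above a per-campaign cutoff: mean of compounds within control limits plus 3 SD, cut at about 15% in these data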;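 note: 0% = median of all compound wells on the plate and 100% = blocking peptide control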
ADAM17 inh = ADAM17 inhibitors, primary screen, biochemical, QFRET; Disintegrin and metalloproteinase domain-containing protein 17 (Homo sapiens), P78536; recombinant ADAM17, EDANS/DABCYL FRET peptide cleavage; inhibition, % at 6.95 µM; hit rate 0.83% among 370,000;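 active = inhibition above the mean of compounds lying between control limits plus 3 SD, set per campaign, cut at about 8.5% in these data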;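 note: 0% = DMSO-only wells as the low control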
Active calls of the source: *; i = inactive; . = no result given.

No.	compound	ASAP1 GAP inh	PLC-beta3 inh	KLK7 zymogen act	PLCg1 inh	ARFGAP1 inh	Tn7 DDE FP	MBD2 inh	UHRF1 MBD2 ctr	DDE Tn6 FP inh	ADAM17 inh
1	COCCNC(=O)CSc1ccccc1C(=O)NC1CCCc2ccccc21 (stereo not given)	5	-4	-0.5	-2	8	5	3	-2	1	0
2	CC(=O)NNC(=S)NC(=O)c1cccc([N+](=O)[O-])c1	13	1	-0.2	5	0	-1	7	3	-8	-2
3	CCN(CCS(=O)(=O)c1ccc(Cl)cc1)C(=O)Nc1ccc(Cl)cc1	9	-4	-0.1	7	7	4	-3	1	3	1
4	O=C1c2ccccc2C(=O)N1Cc1cc(-c2ccccc2)no1	-18	0	0.4	3	9	1	0	0	2	-2
5	O=C(Nc1cccc2ccccc12)OC1C=CS(=O)(=O)C1 (stereo not given)	0	-2	0.3	-1	2	-4	4	-1	-2	-2
6	COc1ccc(-c2ncn(CCc3ccccc3OC)c2CC(C)C)cc1	-1	-1	0.0	1	-23	6	-2	0	-2	4
7	CN(C)CCCNC(=O)c1ccc(-c2nc(-c3ccc(Cl)cc3)cs2)cc1	-6	-22	-0.7	-15	-9	3	-5	-6	-4	-59
8	CC(C)N(Cc1cnn(C)c1)Cc1nc(Cc2ccccc2Cl)no1	7	-7	0.9	2	11	-2	4	3	-7	-2
9	CCCOc1ccc(NC(=O)CC2C(=O)N(c3ccc(OCC)cc3)C(=S)N2C2CC2)cc1 (stereo not given)	-10	-4	-0.1	0	-7	5	6	-1	-7	-1
10	O=C(COc1ccc([N+](=O)[O-])cc1)NCc1ccncc1	-8	0	0.2	0	-1	3	-2	5	-9	0
11	COc1ccc(CCNS(=O)(=O)c2ccc(-c3ccc(=O)[nH]n3)o2)cc1OC	-14	-8	-0.8	4	6	0	1	-2	-1	-2
12	O=C(COC(=O)c1ccccc1O)NC(c1ccccc1)c1ccccc1	-9	2	-0.1	2	-1	1	4	1	-7	-4
13	COc1ncc(-c2ccc(N3C(c4ccsc4)=Cc4ccccc4C3CC(C)=O)cc2)cn1 (stereo not given)	-10	-164	-29	-117	-4	6	4	14	0	-47
14	Cc1ccc(CNC(=O)CSc2ncc(C(=O)Nc3ccccc3)c(=O)n2C)cc1	8	-5	0.2	0	-12	10	-1	0	-1	-1
15	CCOC(=O)N1CCN(C(=O)c2cc3sccc3n2C)CC1	8	-1	-0.1	-1	10	-5	-2	3	-3	4
16	C[N+]1(CC(=O)OCCCc2ccccc2)CCCC1	3	0	-0.1	-2	5	-1	6	7	-1	-3
17	COc1ccc(C(=O)NC2CCN(C(=S)NCc3ccco3)CC2)cc1	-9	1	-0.3	1	-1	2	-8	-3	2	0
18	COc1ccc(CN2CCN(C(=O)C3CC(=O)N(C4CCCCCC4)C3)CC2)c(OC)c1OC (stereo not given)	-6	1	0.0	1	10	-1	-3	-5	-2	-1
19	O=C(Nc1ccc(Cl)cc1)C(c1ccccc1)N1CCOCC1 (stereo not given)	7	-5	-0.3	1	-2	0	2	2	1	-6
20	Cc1ccc(C(=O)NCC(=O)NCc2ccccc2F)s1	5	-1	0.1	3	0	-2	0	-2	-7	1
21	CC(=O)CSc1ccc(S(=O)(=O)N2CCN(C)CC2)cn1	-9	-13	-0.3	-3	-4	-1	6	0	-11	-4
22	O=C1NC(=S)SC1=Cc1ccccc1Br	-6	-4	0.1	-3	-10	-10	-1	-4	-5	1
23	Fc1ccc(-c2n[nH]c(=S)n2N=Cc2cccc(OCc3ccccc3)c2)cc1	.	1	-0.4	1	.	-11	1	-1	-6	2
24	Cc1cccc([C@H](NC(=O)OC(C)(C)C)C(=O)OC(C)(C)C)c1	9	-3	0.6	-2	-5	5	2	-5	1	-3
25	O=c1c2ccccc2nnn1CSc1nnc(-c2ccc3c(c2)OCO3)o1	-4	0	-0.3	5	-1	0	0	3	0	-1

Additional entries follow:
No.	compound	ASAP1 GAP inh	PLC-beta3 inh	KLK7 zymogen act	PLCg1 inh	ARFGAP1 inh	Tn7 DDE FP	MBD2 inh	UHRF1 MBD2 ctr	DDE Tn6 FP inh	ADAM17 inh
26	N#Cc1cccc(NC(=O)c2cc(C3CCCCN3S(=O)(=O)c3ccccc3)on2)c1 (stereo not given)	4	-1	-1.0	7	9	3	-1	2	0	12*
27	Cc1cccc(NC(=O)Nc2ccc(F)cc2)n1	8	0	0.3	4	0	2	0	-2	0	2
28	CCOc1ccc(NC(=O)c2cccnc2C(=O)O)cc1	11	-5	0.3	1	-2	0	0	6	2	-4
29	O=C(N/N=C/C=C/c1ccco1)c1ccncc1	0	-8	-0.5	-6	-8	6	-2	-2	6	0
30	CN1CCC(NC(=O)c2cccc(Oc3ccccc3)c2)CC1	-1	-8	-0.8	-5	-19	9	3	4	-1	-6
31	COC(=O)C1=C(C)NC(=O)CC1c1cc(Br)ccc1F (stereo not given)	-1	2	-0.2	2	5	0	-4	0	0	-2
32	Cc1ccc(S(=O)(=O)N/N=C/c2ccc(C(=O)O)cc2)cc1	-4	0	-0.1	2	-3	2	3	0	-4	-5
33	COc1cc(C(=O)N/N=C/c2cn(Cc3cccc(F)c3)c3ccccc23)ccc1O	5	-84	-3.4	-57	8	-4	-1	-1	-14	-7
34	CSc1ccccc1NC(=O)CSCc1ccc(Br)cc1	-7	-2	0.6	0	0	4	-3	2	4	1
35	Cc1ccc(OCC(=O)Nc2cc(NC(=O)COc3ccc(C)c(C)c3)cc(C(=O)O)c2)cc1C	-6	-4	-0.1	-1	-2	1	0	1	5	0
36	CN1CCN(CCCNC(=O)c2ccc(/C=C3\Oc4ccccc4N(Cc4ccccc4F)C3=O)cc2)CC1	-3	i	-106	i	5	-7	-3	0	-10	-300
37	COc1ccccc1C(=O)C1CCCN(C(=O)c2cc(CC(C)C)nc(C)n2)C1 (stereo not given)	0	2	0.0	0	5	4	1	-1	4	-4
38	CCCCn1c(SCC(=O)NCc2ccco2)nc2ccccc2c1=O	-6	-1	-0.3	-2	4	-2	0	0	2	-4
39	CC(C)(CO)CNC1CCCN(C2Cc3ccccc3C2)C1 (stereo not given)	7	1	-0.7	-1	25*	6	-7	-2	0	0
40	CCCCn1c(=O)cc(O)c2ccccc21	8	-5	0.5	2	6	9	-2	2	-3	4
41	COC(=O)c1ccc2c(=O)n(CCN3CCOCC3)c(=S)[nH]c2c1	18	-5	0.4	-1	6	-5	5	6	3	-5
42	CCCCN1C[C@H](c2ccccc2)[C@@H](CC(=O)NC)C1=O	-6	2	0.1	1	-2	10	1	2	2	-3
43	Cc1cc(Cl)ccc1NC(=O)Cn1cncn1	11	1	0.1	0	14	-3	-2	0	2	-1
44	Cc1cc(=O)n2nc(N3CCC(C(=O)NCc4ccccc4F)CC3)sc2n1	12	-5	0.3	3	6	0	2	0	2	-3
45	C=CCOC(=O)N[C@H](c1ccccc1)[C@H](C)/C=C/CC(=O)OC	.	2	0.1	0	.	8	4	-2	1	0
46	COc1ccc(N=C2NC(=O)/C(=C\C=C\c3ccco3)S2)cc1	5	-16	-0.3	-5	-1	2	7	4	-10	-4
47	CCOc1ccccc1C(c1c(C)n(C)n(-c2ccccc2)c1=O)c1c(C)n(C)n(-c2ccccc2)c1=O	8	0	-0.8	4	-3	2	-1	2	-7	2
48	COc1ccc(CCNC(=S)Nc2ccc(C)cc2C)cc1	-5	4	-1.4	3	13	-5	2	1	-2	3
49	CCNC(=O)NC(=O)C(C)On1nnc2ccc(S(=O)(=O)N(CC)CC)cc21 (stereo not given)	5	3	-0.4	2	-3	8	1	-2	-4	-3
50	CC(C)Oc1ccc2c(c1)OC(c1ccccc1)(C(F)(F)F)NC2=O (stereo not given)	13	2	0.2	7	3	-3	0	2	-1	1
51	COc1ccc(C(CNC(=O)COc2ccc(Br)cc2F)N2CCCC2)cc1 (stereo not given)	3	3	-0.1	2	-4	0	-1	4	4	-2

Full records from above:
Record of COc1ccc(CCNC(=S)Nc2ccc(C)cc2C)cc1 : ASAP1 GAP inh: -5; PLC-beta3 inh: 4; KLK7 zymogen act: -1.4; PLCg1 inh: 3; ARFGAP1 inh: 13; Tn7 DDE FP: -5; MBD2 inh: 2; UHRF1 MBD2 ctr: 1; DDE Tn6 FP inh: -2; ADAM17 inh: 3
Record of CCOc1ccc(NC(=O)c2cccnc2C(=O)O)cc1 : ASAP1 GAP inh: 11; PLC-beta3 inh: -5; KLK7 zymogen act: 0.3; PLCg1 inh: 1; ARFGAP1 inh: -2; Tn7 DDE FP: 0; MBD2 inh: 0; UHRF1 MBD2 ctr: 6; DDE Tn6 FP inh: 2; ADAM17 inh: -4

High-throughput results deposited in PubChem BioAssay by The Scripps Research Institute Molecular Screening Center.
